From PubChem BioAssay
KAT2A inh = qHTS Assay for Inhibitors of GCN5L2; AID 504327, 2011; GCN5L2 HAT assay, ThioGlo1 CoA-SH fluorescence; Histone acetyltransferase KAT2A (Homo sapiens), Q92830; actives 0.21% (n = 390,000); Potency, µM (highest dose often 58.9 µM), for inactives: top-dose activity change, negative = inhibition, actives largely listed as inhibitors
Target sequence (Q92830 whole entry, looked up): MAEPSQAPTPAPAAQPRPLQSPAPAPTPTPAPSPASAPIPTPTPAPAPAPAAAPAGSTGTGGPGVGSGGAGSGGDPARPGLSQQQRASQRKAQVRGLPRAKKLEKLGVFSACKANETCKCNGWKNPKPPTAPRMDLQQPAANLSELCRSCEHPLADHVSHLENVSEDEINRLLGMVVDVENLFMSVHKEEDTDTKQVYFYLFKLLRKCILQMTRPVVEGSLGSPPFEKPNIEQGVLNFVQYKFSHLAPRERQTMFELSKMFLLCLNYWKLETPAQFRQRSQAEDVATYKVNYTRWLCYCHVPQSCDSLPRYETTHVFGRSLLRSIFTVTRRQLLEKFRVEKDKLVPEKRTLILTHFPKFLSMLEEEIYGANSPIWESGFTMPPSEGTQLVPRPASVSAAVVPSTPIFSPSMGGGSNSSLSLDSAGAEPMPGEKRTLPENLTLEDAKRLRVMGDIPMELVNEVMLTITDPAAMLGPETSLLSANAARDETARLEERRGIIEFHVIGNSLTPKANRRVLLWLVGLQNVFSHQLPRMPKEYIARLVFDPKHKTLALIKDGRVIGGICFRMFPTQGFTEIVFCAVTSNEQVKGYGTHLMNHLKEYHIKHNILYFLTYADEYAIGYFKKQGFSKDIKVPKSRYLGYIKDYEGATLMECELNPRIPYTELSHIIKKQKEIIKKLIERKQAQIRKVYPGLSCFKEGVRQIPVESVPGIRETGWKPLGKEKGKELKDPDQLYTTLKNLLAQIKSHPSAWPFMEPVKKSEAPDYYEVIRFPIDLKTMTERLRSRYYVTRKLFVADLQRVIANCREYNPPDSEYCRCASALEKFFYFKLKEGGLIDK
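GCN5L2 (20nM final) in 50mM HEPES, 0.1mM EDTA pH 7.5, 0.01% Tween-20 was preincubated 15 min at room temperature with compound, then given ThioGlo1 (50uM), H3(1-25) peptide (75uM) and acetyl-CoA (70uM); CoA-thiol fluorescence (Ex340/Em540) was read at 0 and 20 min.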
TDP1 cell CPT = qHTS for Inhibitors of human tyrosyl-DNA phosphodiesterase 1 (TDP1): qHTS in cells in presence of CPT. chicken DT40 Tdp1-/-;hTDP1 cells + 20 nM CPT, ATP luminescence, 48 h. Potency, µM (top dose mostly 46.2 µM), without a hit: top-dose activity change, negative = growth inhibition, actives largely listed as inhibitors. actives 12% (n = 420,000). AID 686979, 2013; also: nearly all actives have a fitted effect of over 55% in size
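Cell growth measured by CellTiter-Glo luminescence after a minimum 48 h, 37 C compound exposure with 20 nM CPT in Tdp1-knockout DT40 cells stably expressing hTDP1, seeded 400/well; qHTS titration format.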
TDP1 cell noCPT = qHTS for Inhibitors of human tyrosyl-DNA phosphodiesterase 1 (TDP1): qHTS in cells in absence of CPT | DT40 Tdp1-/- hTDP1 cells, no CPT, ATP luminescence, 48 h | Potency, µM (doses to about 46.2 µM), for inactives: at the highest dose activity change, negative = growth inhibition, actives largely listed as inhibitors | actives 15% (n = 420,000) | AID 686978, 2013; also: nearly all actives have a fitted effect of over 55% in size
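Camptothecin absent (DMSO only). Human TDP1-complemented DT40 knockout cells, 400 cells/well, 37 °C for minimum 48 hr; ATP measured via CellTiter-Glo, 30 min dark incubation, luminescence.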
* marks the source's active call; other numbers are inactive results; ? = inconclusive; · = no result given; & = joins results of further samples; [ ] = dose if it differs, or a comment. Calls follow the shape of the dose curve; as a rule, active = well fitted curve in the direction sought with a large enough effect; inconclusive = small, poorly fitted or top-dose-only effect, or another doubt; inactive = no such curve, though single readings can be large; an effect the other way counts as inactive or inconclusive. % is scaled to controls: 0 for no effect and ±100 for the full control effect; potency is read from the fitted curve at half-maximal effect.

The first 3 entries, ahead of the listing:
SMILES	KAT2A inh	TDP1 cell CPT	TDP1 cell noCPT
COc1cc(CN2CCC(n3nccc3NC(=O)CCCc3ccccc3)CC2)ccc1F	-5%	?	?
CC(=O)c1cc(CN2CCC(N3CCC(C(=O)N4CCCC4)CC3)CC2)cs1	-6%	8%	-22%
Cc1nn(C)c2c1c(C(F)(F)F)cc(=O)n2Cc1ccc(Br)cc1F	3%	-3%	0%

All compounds of this part, previewed entries included:
SMILES	KAT2A inh	TDP1 cell CPT	TDP1 cell noCPT
COc1cc(CN2CCC(n3nccc3NC(=O)CCCc3ccccc3)CC2)ccc1F	-5%	?	?
CC(=O)c1cc(CN2CCC(N3CCC(C(=O)N4CCCC4)CC3)CC2)cs1	-6%	8%	-22%
Cc1nn(C)c2c1c(C(F)(F)F)cc(=O)n2Cc1ccc(Br)cc1F	3%	-3%	0%
CC(=O)c1ccc(NC(=O)COC(=O)Cn2cnc3ccccc32)cc1	-1%	-2%	0%
Cc1nnc(NC(=O)c2ccc3ccccc3c2)o1	-7%	?	?
C[C@@H]1CCCCO[C@@H](CN(C)Cc2ccccc2)[C@@H](C)CN([C@H](C)CO)C(=O)c2cc(NC(=O)Nc3cccc4ccccc34)ccc2O1	·	-12%	21µM*
COc1ccc(S(=O)(=O)N(C)C[C@@H]2Oc3c(NS(=O)(=O)c4cn(C)cn4)cccc3C(=O)N([C@@H](C)CO)C[C@@H]2C)cc1	2%	10%	-6%
CCc1ccc(NC(=O)Cn2c(C(=O)OC)cc3oc(C)cc32)cc1	-8%	?	?
CS(=O)(=O)N1CCc2ccc(NC(=O)C3CCCO3)cc2C1 (stereo not given)	4%	2%	12%
O=C(c1ccccc1Br)N1CCN(Cc2ccc3c(c2)OCO3)CC1	1%	?	-2%
CCOC(=O)c1c(NC(=O)COC(=O)c2nccnc2N)sc2c1CCC2	1%	?	?
O=C(Nc1ccc(F)cc1)N1CCn2c(nc3ccccc32)C1	-2%	?	-21%
NC(Cc1ccccc1)c1csc(Nc2ccc(C(F)(F)F)cn2)n1 (stereo not given)	·	21µM*	21µM*
CCCCN(C(=O)C1CCN(C(=O)c2ccccc2C)CC1)c1c(N)n(CCCC)c(=O)[nH]c1=O	-4%	1%	4%
COc1ccc(CCNC(=O)c2cc3c(=O)n(C)c4ccccc4c3n2C)c(OC)c1	-17%	-22%	?
O=C(NC1CCS(=O)(=O)C1)C1CCCCN1S(=O)(=O)c1ccc(Cl)cc1 (stereo not given)	-3%	-28%	-7%
CCCNC(=O)Cn1nc(C)n2c(cc3cc(F)ccc32)c1=O	-25%	?	23%
Cc1ccc(C(=O)C[n+]2cccc3ccccc32)cc1	-19%	?	18µM*
Cc1cc(Nc2ccccc2F)n2nc(C)nc2n1	1%	2%	0%
CCOC(=O)c1cc(S(=O)(=O)N2CCN(c3ccccc3F)CC2)[nH]n1	-10%	?	?
CC(=O)c1cc(NC(=O)c2ccc([N+](=O)[O-])cc2)c(=O)oc1C	-8%	?	23µM*
CN(CC(=O)NC(=O)NC1CCCCC1)Cc1ccccc1	0%	-29%	?
CC(C)CC1C(=O)N(Cc2cn(CCC3OCCO3)nn2)CCS(=O)(=O)N1Cc1ccc(-c2ccc(F)cc2)cc1 (stereo not given)	·	?	23µM*
COc1cccc(SCc2noc(C(=O)NCC3CCCO3)c2C(=O)O)c1 (stereo not given)	-15%	0%	-29%
Cc1cc(N2C(=O)CC(C(C)c3ccccc3)C2=O)no1 (stereo not given)	-6%	-1%	1%
Cc1cc(Br)cn2c(Cc3cccc(F)c3)c(-c3ccc(Cl)cc3)nc12	·	?	?
CN(CCOc1ccccc1)CC(=O)Nc1ccc(Cl)c(S(=O)(=O)N(C)C)c1	2%	8%	?
COc1ccc(N2CCN(Cc3nc4c(c(=O)[nH]c(=O)n4C)n3Cc3ccc(C)cc3)CC2)cc1	-4%	-2%	?
CNc1ccc(/C=C2\C=Cc3ccccc32)cc1I	·	?	?
CC(CN1CCN(CCOCCO)CC1)CN1c2ccccc2Sc2ccc(Cl)cc21 (stereo not given)	·	?	?
COc1cc2nc(NCc3ccccc3Cl)n3nc(-c4cccnc4)nc3c2cc1OC	-1%	3%	-16%
COc1cc(S(=O)(=O)NCCCN2CCOCC2)ccc1Cl	1%	2%	0%
CC1CCC(NC(=O)CN(C)S(=O)(=O)c2ccc3c(c2)c(=O)n(C)c(=O)n3C)CC1 (stereo not given)	2%	?	1%
CCOc1ccc(CCNC(=O)c2ccc3[nH]c(C)c(C)c3c2)cc1	7%	?	21µM*
Cc1c(C(=O)NCc2ccccn2)oc2ccccc12	0%	-20%	-11%
Cc1ccc(-n2c(C)nnc2SCC(=O)NC2CC2)cc1	-7%	-5%	1%
Cc1cc(NC(=O)c2cccc(S(=O)(=O)N3CCCCCC3)c2)n(-c2ccccn2)n1	1%	?	21µM*
Cc1ccc(NC(=O)NNC(=O)c2cc3ccccc3cc2O)cc1	-6%	6%	0%
CC(C)[C@H](NC(=O)NCCc1ccccc1)C(=O)O	-4%	13%	-12%
Cn1c(N=Cc2ccc([N+](=O)[O-])cc2)c(N)c(=O)n(C)c1=O	·	?	-18%
COc1ccc(NC(=O)Cc2nc3ccccc3[nH]2)cc1	-4%	-6%	-26%
CN(C(=O)CSc1nc2c(c(=O)[nH]1)CCC2)c1ccccc1	-7%	-13%	0%
CCc1nc2ccccc2c(C(=O)O)c1C	-1%	1%	2%
CCOc1ccc(S(=O)(=O)N2CCC(n3c(C)nc4cccnc43)CC2)cc1	11%	21µM*	12µM*
Cc1ccc(-c2nc(CS(=O)CC(=O)NCc3ccccn3)c(C)o2)cc1 (stereo not given)	-4%	-14%	-12%
C=CCOc1ccccc1CNCCCN1CCOCC1	-12%	1%	0%
CN(C)C/C=C/C(=O)Nc1cccc(-c2c[nH]c3ncnc(Oc4ccc(NC(=O)CC(=O)Nc5ccc(F)cc5)cc4F)c23)c1	-1%	11%	-6%
S=c1[nH]nc(-c2cccc3ccccc23)n1-c1cccnc1	2%	12%	-11%
COC(=O)c1ccc(CSc2nc3cc(Cl)ccc3s2)o1	-6%	2%	-7%
CCCOC(=O)c1ccc(Nc2cc(C)nc3ncnn23)cc1	-4%	?	?
COc1ccc(CC(=O)NNC(=O)c2cccs2)cc1	-1%	15%	7%
O=C(c1cnc(N2CCCCC2)c2ccccc12)N1CCN(c2ccccc2F)CC1	1%	16µM*	?
CC(C)CN(C(=O)c1ccc(N2CCCC2=O)cc1)c1c(N)n(Cc2ccccc2)c(=O)[nH]c1=O	1%	-13%	28%
CCC(Cc1ccccc1)OC(=O)c1ccccc1C(=O)O (stereo not given)	·	0%	-1%
COC(=O)C1=C[C@@H](C(=O)OC)[C@@H]2C3=C(C(=O)[C@@]2(C)NC(=O)c2ccccc2)[C@H](c2ccccc2)n2c(=O)n(-c4ccccc4)c(=O)n2[C@@H]3C1	·	66%[activator]	38%[activator]
CNC(=S)N/N=C(\C)c1ccc(C)c(C)c1	0%	2.6µM*	3.3µM*
O=C(Nc1nnc(S(=O)(=O)N2CCCC2)s1)c1ccc(F)cc1	-1%	7%	-12%
Cc1noc(C)c1S(=O)(=O)N(C)C[C@H]1Oc2ccc(NC(=O)C3CC3)cc2C(=O)N([C@H](C)CO)C[C@@H]1C	-3%	-16%	-18%
CCCCC1OC23CCCCC2C(C#N)(C#N)C1(C#N)C(=N)O3 (stereo not given)	-11%	6.5µM*	6.5µM*
Cc1ccc(O)c(/C=N/NC(=O)CN2CCCC2)c1	-2%	?	?

Random excerpt: 3 compounds from above
SMILES	KAT2A inh	TDP1 cell CPT	TDP1 cell noCPT
Cc1ccc(C(=O)C[n+]2cccc3ccccc32)cc1	-19%	?	18µM*
CCC(Cc1ccccc1)OC(=O)c1ccccc1C(=O)O (stereo not given)	·	0%	-1%
CS(=O)(=O)N1CCc2ccc(NC(=O)C3CCCO3)cc2C1 (stereo not given)	4%	2%	12%

Continued.
SMILES	KAT2A inh	TDP1 cell CPT	TDP1 cell noCPT
Cc1nc(N2CCCCC2)[nH]c(=O)c1CN(C)N=O	·	-17%	?
O=C(NCCCN1CCOCC1)c1cnn(-c2ncc3c(n2)-c2ccccc2CC3)c1C1CC1	·	-2%[9.04 µM]	-15%
Cc1cc(N/N=C(/CCC(=O)O)C(=O)O)nc2ccccc12	-4%	10%	-9%
CC(C)CCOP(=O)(c1ccccc1)c1ccccc1	2%	?	?
COc1ccc(NC(=O)C2Cc3c(-c4ccc(Cl)cc4)ccnc3O2)cn1 (stereo not given)	·	15µM*	21µM*
COCCCn1c(=O)c2ccccc2n(CC(=O)N2CCCc3ccccc32)c1=O	0%	26µM*	?
CC(=O)Nc1cc(-c2ccsc2)cn2c(-c3ccc(F)cc3)cnc12	·	16µM*	18µM*
O=C(NCC1CCCO1)Nc1cc(Cl)cc(Cl)c1 (stereo not given)	2%	0%	-23%
Brc1ccc(-c2ncc3ccccn23)cc1	-12%	19%	0%
Cc1cccn2c(=O)c(C(=O)N3CCN(c4ccccc4F)CC3)cnc12	4%	-15%	-16%
Cc1ccc(S(=O)(=O)N2CCOCC2)cc1C(=O)OCC(=O)NC1CCCCC1	-10%	-4%	?
Cn1nc(C(=O)Nc2ccc3c(c2)OCO3)c2ccccc2c1=O	1%	3%	?
COc1ccccc1C(=O)NCC(=O)OCc1csc(-c2ccccc2)n1	-1%	-21%	-17%
O=C(/C=C/c1ccco1)Nc1nc(-c2ccccc2)cs1	-7%	-21%	?
COC(=O)CNC(=O)C(=O)OC	-5%&-8%	5%[4.12 µM]	-2%[4.12 µM]
CC(=O)c1c(C)[nH]c(C(=O)Nc2ccccn2)c1C	-4%	-9%	5%
CCN(CC)C(=O)NC(c1ccc(C)c(F)c1)C(Cl)(Cl)Cl (stereo not given)	-4%	16µM*	16µM*
CCCN(CC1CC1)C(=O)COC(=O)c1ccc2c(c1)C(=O)N(c1ccc(OCC)cc1)C2=O	-9%	-3%	0%
N#Cc1ccccc1NC(=O)CSc1ccc([N+](=O)[O-])cn1	-7%	?	-20%
CC(=O)NC(CC(=O)N(C)C1CCCCC1)c1ccccc1 (stereo not given)	-2%	2%	-4%

Three consecutive compounds out of the list so far, quoted:
SMILES	KAT2A inh	TDP1 cell CPT	TDP1 cell noCPT
CCCN(CC1CC1)C(=O)COC(=O)c1ccc2c(c1)C(=O)N(c1ccc(OCC)cc1)C2=O	-9%	-3%	0%
N#Cc1ccccc1NC(=O)CSc1ccc([N+](=O)[O-])cn1	-7%	?	-20%
CC(=O)NC(CC(=O)N(C)C1CCCCC1)c1ccccc1 (stereo not given)	-2%	2%	-4%

New compounds follow
SMILES	KAT2A inh	TDP1 cell CPT	TDP1 cell noCPT
CON1C(=O)C(=O)N(OC)C(C)(C)C1(C)C	0%	-16%	-10%
CN(Cc1ccncn1)C(=O)C1CCC(=O)N(Cc2cccc(C(F)(F)F)c2)C1 (stereo not given)	0%	-14%	-9%
CC1CN(S(=O)(=O)c2ccc(NC(=O)c3ccco3)cc2)CC(C)O1 (stereo not given)	-4%[0.501 µM]	1%	1%
COc1ccc([C@H]2CC(=O)C=C(c3ccc(Br)c4ccccc34)C2)cc1	-4%	-4%	-2%
Cc1ccc(S(=O)(=O)N(CC(=O)N2CCOCC2)CC(=O)N2CCOCC2)cc1	-1%	0%	-21%
Cc1cccc(-c2nnn3c2nc(NCc2ccc4c(c2)OCO4)c2ccccc23)c1	-13%	23µM*	?
CCC(C)(C)c1ccc(OCCCC[n+]2cccc(C)c2C)c(C(C)(C)CC)c1	-1%	0.52µM*	0.41µM*
COc1ccc(/C=N/Nc2ncnc3sc4c(c23)CCCC4)cc1OC	3%	?	16µM*
COc1cc(OC)cc(C(=O)NC(C)c2ccc(Br)cc2)c1 (stereo not given)	0%	2%	-11%
CCOC(=O)N1CCc2c(sc3c2c(=O)n(-c2ccc(Cl)cc2)c(=O)n3CC(C)C)C1	-5%	-13%	-3%
Cc1ccccc1-n1nc(CO)c(C(=O)NCCc2ccccc2)n1	-1%	?	?
O=S(=O)(c1ccc(OC(F)(F)F)cc1)N1CCC(c2nc3ccccc3s2)CC1	1%	11%	23%
CCn1c(COc2ccccc2)nnc1SCC(=O)Nc1ccc(N2CCOCC2)cc1	0%	-3%	-18%
Fc1ccccc1N1CCN(c2ncnc3onc(-c4ccc(Cl)cc4)c23)CC1	-14%	-26%	21µM*
O=C1CS/C(=N\NC(=O)c2ccccc2)N1	-1%	11%	-6%

Rows were taken by chance; any-hit rate near 18%.
